Bioassay records (PubChem)
USP1-UAF1 inh: Inhibitors of USP1/UAF1: Primary Screen; recombinant USP1/UAF1, Ub-Rhodamine cleavage fluorescence; Potency, µM (series often up to 57.1 µM), for the others: at the highest dose activity change, negative = inhibition, actives largely listed as inhibitors; 390,000 compounds, 0.23% hits; AID 743255, 2014; further: on the % scale 0 is the no-effect control and ±100 the full control effect; nearly all actives have a fitted effect of over 60% in size; inactives centre near -12
Target sequence (O94782 whole entry, looked up): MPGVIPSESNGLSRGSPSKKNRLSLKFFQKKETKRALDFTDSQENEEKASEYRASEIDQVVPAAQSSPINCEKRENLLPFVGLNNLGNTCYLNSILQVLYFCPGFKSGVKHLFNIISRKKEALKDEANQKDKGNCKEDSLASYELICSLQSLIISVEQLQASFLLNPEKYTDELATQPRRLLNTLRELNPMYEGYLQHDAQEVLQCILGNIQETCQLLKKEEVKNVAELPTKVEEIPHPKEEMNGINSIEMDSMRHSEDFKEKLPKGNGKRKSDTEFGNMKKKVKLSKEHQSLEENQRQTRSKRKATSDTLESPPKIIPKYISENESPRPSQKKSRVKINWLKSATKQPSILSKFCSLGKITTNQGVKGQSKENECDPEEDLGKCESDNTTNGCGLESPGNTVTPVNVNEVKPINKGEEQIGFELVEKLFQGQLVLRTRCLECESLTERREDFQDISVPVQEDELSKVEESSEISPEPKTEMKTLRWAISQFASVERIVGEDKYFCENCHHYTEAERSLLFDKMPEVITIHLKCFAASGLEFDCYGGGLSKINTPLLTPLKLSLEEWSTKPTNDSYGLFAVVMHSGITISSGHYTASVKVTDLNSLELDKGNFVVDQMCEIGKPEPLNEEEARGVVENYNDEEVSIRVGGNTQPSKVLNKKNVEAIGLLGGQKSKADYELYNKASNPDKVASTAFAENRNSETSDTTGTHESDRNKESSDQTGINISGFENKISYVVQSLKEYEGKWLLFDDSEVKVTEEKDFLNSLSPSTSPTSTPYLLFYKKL
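USP1/UAF1 complex at 1 nM was preincubated with compound for 15 min at room temperature, then Ub-Rho substrate (150nM final) was added. Fluorescence (480/540 nm) was read kinetically, 6 reads every 60 seconds.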
TrxR1 inh: qHTS Assay for Inhibitors of Mammalian Selenoprotein Thioredoxin Reductase 1 (TrxR1): qHTS; Thioredoxin reductase 1, cytoplasmic (Rattus norvegicus), O89049; recombinant rTrxR1, NADPH fluorescence consumption, selenite substrate; Potency, µM (highest dose often 114 µM), for inactives: top-dose activity change, negative = inhibition, usual class: inhibitors; 390,000 compounds, 1% hits; further: on the % scale 0 is the no-effect control and ±100 the full control effect; nearly all actives have a fitted effect of over 65% in size
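Rat TrxR1 (90 nM in the dispensed reagent) was pre-reduced with 400 uM NADPH for 5 min at room temperature, then incubated with compound for 15 min. After 400 uM selenite was added, NADPH fluorescence (Ex 340/Em 450 nm) was followed for 8 min.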
RGS4 inh: Inhibitors of Regulator of G Protein Signaling (RGS) 4: qHTS | Transcreener GDP fluorescence polarization, RGS4-accelerated GTP hydrolysis | 390,000 compounds, 0.039% hits | AID 504845, 2011 | Potency, µM (series often up to 114 µM), for the others: top-dose activity change, negative = inhibition, hits mostly inhibitors | Regulator of G-protein signaling 4 (Homo sapiens), P49798; further: on the % scale 0 is the no-effect control and ±100 the full control effect; nearly all actives have a fitted effect of over 75% in size; some results filed as inactive show a strong effect at the top dose
Target sequence (P49798 whole entry, looked up): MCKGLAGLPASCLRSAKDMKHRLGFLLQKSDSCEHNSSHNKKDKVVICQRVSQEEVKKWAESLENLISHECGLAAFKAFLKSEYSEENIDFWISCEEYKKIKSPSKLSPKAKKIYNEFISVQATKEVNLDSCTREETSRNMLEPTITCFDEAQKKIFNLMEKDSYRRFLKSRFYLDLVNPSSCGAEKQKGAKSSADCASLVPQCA
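MLSMR compounds (23 nl, pin-transferred) preincubated 10 min at room temperature with a 500nM (2x) first reagent, then RGS4 at 900nM (2x) plus Transcreener GDP mix added; fluorescence polarization (620/688 nm) read before and after 90 min at 30 °C.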
12-LOX inh: Primary qHTS assay for inhibitors of human arachidonate 12S-lipoxygenase (ALOX12): Round 2 | Polyunsaturated fatty acid lipoxygenase ALOX12 (Homo sapiens), P18054 | purified 12hLO, xylenol orange hydroperoxide absorbance | Potency, µM (titrated, usually from 108 µM), inactives show top-dose activity change, negative = inhibition, most hits filed as inhibitors | 580,000 compounds, 1.1% hits; further: on the % scale 0 is the no-effect control and ±100 the full control effect
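Purified human 12hLO (150 nM final) in 25 mM Hepes, 0.01% Triton X-100, pH 7.0 was preincubated 15 min at room temperature with compound. Then 40 uM arachidonic acid was added, 30 min. Hydroperoxide was read by Fe-XO absorbance ratio 573/405 nm.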
Vif-APOBEC3G blk: qHTS for Inhibitors of Vif-A3G Interactions: qHTS; HeLa A3G-eYFP + Vif (tagged APOBEC3G with the HIV-1 protein that degrades it), YFP fluorescence, overnight; DNA dC->dU-editing enzyme APOBEC-3G (Homo sapiens), Q9HC16; 410,000 compounds, 0.076% hits; Potency, µM (series often up to 46.1 µM), inactives show top-dose activity, negative = active, actives largely listed as inhibitors; AID 602310, 2012;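 further: on the % scale 0 is the no-effect control and ±100 the full control effect; nearly all actives have a fitted effect of over 60% in size; hits raise eYFP signal because A3G escapes Vif-driven loss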
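HeLa cells stably expressing Vif and C-terminally eYFP-tagged A3G, seeded overnight at 37 deg C, then exposed to compound by pintool overnight at 37 deg C. Rise in yellow fluorescence (Ex 488/Em 500-530, Acumen) marks blocked Vif-driven A3G degradation.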
RXFP1 agonist: qHTS Assay for Agonists of the Relaxin Receptor RXFP1. AID 2676, 2010. HEK293T-RXFP1 cAMP TR-FRET, 30 min; response scale: percent of porcine relaxin response, buffer zero. 370,000 compounds, 0.3% hits. Potency, µM (series often up to 57.5 µM), without a hit: at the highest dose activation, most hits filed as activators; further: on the % scale 0 is the no-effect control and ±100 the full control effect; nearly all actives have a fitted effect of over 60% in size; many of its hits are not listed in these tables
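HEK293 cells stably expressing RXFP1, treated 30 min at 37C with compounds plus PDE4 inhibitor Ro 20174; cAMP measured by HTRF TR-FRET. Normalized to buffer and 29 nM porcine relaxin; EC50 by Hill fit.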
mIDH1 inhibitor: qHTS for Inhibitors of mutant isocitrate dehydrogenase 1 (IDH1): qHTS. Potency, µM (titrated, usually from 76.6 µM), inactives show top-dose activity change, negative = inhibition, most hits filed as inhibitors. IDH1-R132H enzyme, NADPH consumption, diaphorase/resazurin fluorescence. 390,000 compounds, 0.093% hits. Isocitrate dehydrogenase [NADP] cytoplasmic (Homo sapiens), O75874; further: on the % scale 0 is the no-effect control and ±100 the full control effect; nearly all actives have a fitted effect of over 65% in size
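IDH1-R132H (0.5 ug/mL dispensed) in pH 7.5 Tris buffer was preincubated 30 min with compound, then given a substrate mix of 0.016 mM NADPH and 2 mM alpha-KG for 80 min at room temperature; remaining NADPH was read by diaphorase/resazurin fluorescence.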
TrxR1 substrate: qHTS Assay for Substrates of Mammalian Selenoprotein Thioredoxin Reductase 1 (TrxR1): qHTS. Potency, µM (titrated, usually from 114 µM), for inactives: at the highest dose activity change, negative = substrate turnover. purified TrxR1 substrate turnover, NADPH consumption readout. Thioredoxin reductase 1, cytoplasmic (Rattus norvegicus), O89049. 390,000 compounds, 0.01% hits; further: on the % scale 0 is the no-effect control and ±100 the full control effect; nearly all actives have a fitted effect of over 50% in size
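Rat TrxR1, dispensed at 90 nM, was prereduced with 400 uM NADPH (final) for 5 min at ~22 deg C, then incubated with compound 15 min before 400 uM selenite. A first-read NADPH fluorescence drop versus no-compound background flagged substrates.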
Vif-A3F inh: qHTS for Inhibitors of Vif-A3F Interactions: qHTS | HeLa A3F-eYFP + Vif (tagged APOBEC3F with the HIV-1 protein that degrades it), YFP fluorescence increase | Potency, µM (top dose mostly 46.1 µM), for the others: at the top dose activity, negative = active | 390,000 compounds, 0.2% hits | AID 602313, 2012; further: % of control where 0% means no effect; nearly all actives have a fitted effect of over 65% in size
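HeLa cells stably expressing Vif plus C-terminally eYFP-tagged A3F were seeded, incubated overnight at 37 deg C, dosed with compound, incubated overnight again at 37 deg C. Yellow fluorescence (Ex 488/Em 500-530) reported blocked Vif-mediated A3F-eYFP degradation.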
* marks the source's active call; other numbers are inactive results; ? = inconclusive; · = no result given; [ ] = dose if it differs, or a comment. The call rests on the fitted dose curve; in most records, active means well fitted curve in the direction sought with a large enough effect; inconclusive means small, poorly fitted or top-dose-only effect, or another doubt; inactive means no such curve, though single readings can be large; an effect the other way counts as inactive or inconclusive. Potency means the concentration at half of the fitted maximal effect.

Values run as follows: USP1-UAF1 inh | TrxR1 inh | RGS4 inh | 12-LOX inh | Vif-APOBEC3G blk | RXFP1 agonist | mIDH1 inhibitor | TrxR1 substrate | Vif-A3F inh
> Clc1ccccc1Cc1noc(CN2CCN(c3cnccn3)CC2)n1
  -36% | 8%[57.1 µM] | 20% | 0% | -5% | -1.9% | 11% | 10% | -13%
> C=C(C)c1cccc(C(C)(C)NC(=O)Nc2ccc(Cl)cn2)c1
  -21% | 8%[57.1 µM] | -9% | -2% | 1% | 0.1% | 6% | 6%[57.1 µM] | 16%
> O=C1CN(C(=O)COc2ncnc3ccccc23)c2ccccc2N1
  -23% | 21%[57.1 µM] | -28% | 0% | -3% | 3.2% | 1% | -6%[57.1 µM] | 1%
> CC(=O)Nc1cccc(C(=O)NCc2ccc3c(c2)CCN3C(=O)c2ccccc2)c1
  3% | 11%[57.1 µM] | 0% | 1% | -5% | 0.8% | 1% | 5%[57.1 µM] | -4%
> CCOC(=O)C1=C(C)NC2=C(C(=O)c3ccccc32)C1c1ccc([N+](=O)[O-])o1 (configuration not stated)
  -6% | ? | -29% | 28µM* | ? | 5.7% | -23% | -10%[57.1 µM] | 14%
> COc1ccc(C(CNC(=O)c2ccc(OCc3c(C)noc3C)cc2)N2CCCC2)cc1 (configuration not stated)
  -22% | -5% | -4% | -3% | -7% | -0.3% | 9% | -3% | -2%
> CCc1[nH]nc2c1C(c1cccc(OC(=O)N3CCOCC3)c1)C(C#N)=C(N)O2 (configuration not stated)
  7% | -19% | 0% | 2% | -3% | 0.9% | -2% | -3% | -2%
> CSc1nnc(-c2ccc(C(F)(F)F)cn2)o1
  -15% | 12%[57.1 µM] | -46% | ? | 0% | 1.8% | 3% | 5%[2.29 µM] | 8%
> CC(C)=NOc1cc(NC(=O)CCl)cc([N+](=O)[O-])c1
  -3% | 2.8µM* | 5% | -11% | -24% | 1.7% | -3% | -17% | -8%
> O=C(COC(=O)c1ccc(O)cc1O)Nc1cccc2ccccc12
  -20% | 14% | 16% | 66%[activator] | -5% | 3.2% | 1% | 3% | -1%
> Cn1cnnc1SCC(=O)Nc1nc(-c2ccccc2)cs1
  -25% | 16%[57.1 µM] | -11% | -46% | 0% | -1.3% | 8% | -2% | ?
> N/C(Cc1ccc(Cl)cc1)=N\OC(=O)c1ccccc1
  12% | -5% | -9%[11.4 µM] | 13% | 0% | 2.1% | 22% | -1% | 7%
> Cc1ccc(NC(=O)c2ccc3c(c2)CCN3S(C)(=O)=O)c(C)c1
  0% | 3% | ? | ? | -1% | 1.4% | 4% | 0% | -2%
> CCCCNC(=O)CCc1c(C)nc2nc(-c3cc(OC)cc(OC)c3)nn2c1C
  -2% | -2% | -15% | 0% | -6% | 5.9% | 7% | 0% | ·
> CCC(C)/C(C)=N/NC(=O)c1ccc(COc2ccc(Cl)c(C)c2)cc1 (configuration not stated)
  -10% | -12% | -17% | -7% | -6% | -1.1% | 5% | -7% | 9%
> O=C(O)c1ccc(N/N=C/c2cccc3cccnc23)cc1
  -16% | -11% | -10%[11.4 µM] | 2% | -5% | -0.9% | 4% | -8% | -7%
> COc1cc(OC)c(NC(=O)c2c(-c3ccccc3)noc2C)cc1Cl
  0% | 23% | 8% | 6% | 0% | 0.9% | 0% | 12% | -19%
> CC(C)CC(=O)NC(=S)NCCc1ccccc1
  -4% | -1% | -38% | ? | 2% | -1.3% | 4% | -5% | ·
> COc1ccc(S(=O)(=O)N(C)C[C@H]2Oc3c(NC(=O)C4CCCCC4)cccc3C(=O)N([C@H](C)CO)C[C@@H]2C)cc1
  -18% | -9% | 15% | -3% | -7% | · | 2% | -8% | 1%
> Cc1nc2ccccn2c(=O)c1NC(=O)c1ccco1
  -23% | · | · | 0% | -1% | · | 1% | · | -3%
> CC1(C)CC(=O)c2cc(-c3nc(-c4ccc(Cl)cc4)cs3)c(=O)n(-c3ccc(F)cc3)c2C1
  -9% | 30% | 0% | -28% | 1% | 0.0% | -24% | 5% | -15%
> O=C(CCCC(=O)N/N=C\c1ccccn1)N/N=C\c1ccccn1
  4% | 3% | -12% | -23% | 0% | -3.5% | 0% | -2% | 2%
> COc1ccc(C(c2c(O)nc[nH]c2=O)c2c(O)nc[nH]c2=O)cc1
  -15% | 2% | 10% | 21% | 0% | 0.0% | 9% | 7% | -3%
> COc1ccccc1CNC(=O)CSc1nc(C)cs1
  -21% | 15% | -6% | 0% | -3% | 2.0% | 0% | 2% | -1%
> COCCN(C(=O)C1CCC1)c1nnc(-c2cccnc2)s1
  -11% | 7% | -6% | 59%[activator] | 2% | 2.6% | -1% | 0% | 5%
> N#C/C(=C\c1ccc(Oc2ccc(C(F)(F)F)cc2[N+](=O)[O-])cc1)c1nc2ccccc2[nH]1
  -27% | 6% | -2% | 15% | -7% | 1.0% | 0% | -7% | 7%
> Cc1cccc(NC(=O)Cn2c(=O)n(CC3CCCO3)c(=O)c3ccccc32)c1 (configuration not stated)
  -10% | 14% | -32% | -1% | 1% | -0.8% | 0% | 9% | -9%
> CCOCCCNC(=O)c1ccc(NC(=O)N2CCCCc3ccccc32)cc1
  -5% | -3%[57.1 µM] | -29% | -21% | 0% | 0.9% | -4% | 1%[57.1 µM] | -3%
> COCCNS(=O)(=O)c1ccc(-c2ccc(Cl)cc2)cc1
  2% | 6%[57.1 µM] | 26% | -2% | 0% | -1.8% | -2% | 8%[57.1 µM] | -8%
> COc1cc(C(C(=O)NCC2CCCO2)N(C(=O)Cn2nnc3ccccc32)c2ccc(C(C)=O)cc2)ccc1O (configuration not stated)
  -12% | -15% | -5% | 7% | 3% | 0.9% | -4% | 4% | 0%
> COC(=O)c1c(NC(=O)CN2CCC3(O)CCCCC3C2c2ccccc2OC)sc(C)c1C (configuration not stated)
  -10% | -3% | 13% | -3% | 0% | 3.6% | -2% | -9% | -3%
> CC(=O)Nc1ccc(OCC(O)Cn2c3ccccc3c3ccccc32)cc1 (configuration not stated)
  ? | 10% | -20% | 3% | -13% | 0.9% | 7% | 8% | ?
> COC(=O)c1ccc2c(=O)n(-c3ccccc3)c(=S)[nH]c2c1
  -23% | -14% | -19% | -10% | 1% | -1.0% | 15% | 9%[57.1 µM] | 11%
> CCOC(=O)c1c(-c2ccsc2)csc1N
  0% | 14% | 16% | ? | -15% | -0.6% | 4% | -2% | -12%
> CC(=O)OC(C)(C)C1Cc2cc3ccc(=O)oc3cc2O1 (configuration not stated)
  -16% | -9% | -23% | 1% | 2% | 0.4% | 6% | 193%[activator] | 0%
> Cc1cc(C)c(C#N)c(SCCN2CCOCC2)n1
  -17% | 8%[57.1 µM] | -8% | 52%[activator] | -3% | -1.3% | 20% | 9%[57.1 µM] | -8%
> CCc1cc2c(C)cc(C)cc2nc1SCC(=O)Nc1cc(C)on1
  -4% | 20% | -11% | 3% | -3% | 4.8% | -6% | 7% | 0%
> COc1ccc(C(=O)NNC(=O)CNC(=O)C2CCCCC2)cc1
  -14% | 37%[activator] | 12% | 3% | 2% | 1.3% | 3% | 4% | 1%
> CC(C)C[C@@H](C(=O)N[C@@H](C(=O)O)c1ccccc1)N1C(=O)N2CCc3c([nH]c4ccccc34)[C@@]2(C)C1=O
  -2% | -1% | -19% | -15% | -2% | 1.4% | -5% | -4% | -7%
> COc1cc(C2NC(=S)NC(C)=C2C(=O)c2ccccc2)ccc1O (configuration not stated)
  -14% | -19% | -51% | ? | -4% | 1.4% | -2% | -4% | -4%
> COc1cccc(NC(=O)NC2(C(F)(F)F)Oc3ccccc3O2)c1
  2% | 0%[57.1 µM] | ? | -39% | -9% | -0.3% | -6% | -1%[57.1 µM] | -3%
> c1ccc(N=P(N2CCOCC2)(N2CCOCC2)N2CCOCC2)cc1
  -10% | 16% | -25% | -9% | -2% | 0.0% | 1% | 3% | -9%
> COc1cccc(C(=O)Nc2cccc(OCC(=O)O)c2)c1
  -8% | 13% | -17% | · | 1% | 3.7% | 8% | 5%[57.1 µM] | 12%

Part of the list above, comma-delimited.
SMILES,USP1-UAF1 inh,TrxR1 inh,RGS4 inh,12-LOX inh,Vif-APOBEC3G blk,RXFP1 agonist,mIDH1 inhibitor,TrxR1 substrate,Vif-A3F inh
COc1cc(C2NC(=S)NC(C)=C2C(=O)c2ccccc2)ccc1O (configuration not stated),-14%,-19%,-51%,?,-4%,1.4%,-2%,-4%,-4%
COc1cccc(NC(=O)NC2(C(F)(F)F)Oc3ccccc3O2)c1,2%,0%[57.1 µM],?,-39%,-9%,-0.3%,-6%,-1%[57.1 µM],-3%

A portion of the library; the hit share may differ from the screen's.
